# TNF necrop inh – inhibitors of TNF-alpha induced necroptosis in Jurkat FADD-/- cells | activation (protection from cell death), % at 10 µM | 220,000 tested, 0.068% active | Jurkat FADD-/- TNF necroptosis rescue, ATP luminescence, 24 h; 0 = TNF only, 100 = no-TNF cells | AID 463075;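 active means activation, meaning protection from cell death, of at least 50% relative to plate controls; inactive means activation below 50%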;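 further: necroptosis triggered by 40 ng/mL TNF-alpha added together with compound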
# PPC-1+TRAIL kill – compounds killing PPC-1 cancer cells with TRAIL present (potentiator screen, no TRAIL-free arm); 220,000 tested, 0.41% active; PPC-1 cells + TRAIL, ATPLite viability luminescence; cell killing (% activity), % at 4 µM;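 active means cell killing above 50% in the first pass at 4 µM, then a duplicate retest at 5 µM averaging 50% or more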;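 further: plate controls were cells with TRAIL plus DMSO for no effect and medium-only wells lacking cells for full effect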
# Runt-SMMHC FRET – inhibitors of human RUNX1 Runt domain binding to CBFb-SMMHC; Q01196+Q13951; Cerulean-Runt/Venus-CBFb-SMMHC FRET ratio 530/480, 1 h; inhibition, % at 20 µM; 220,000 tested, 0.74% active; AID 1434;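 active means mean inhibition across duplicate retests at 20 µM reaching about 50%, limit read from the data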;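 further: 0% = DMSO wells and 100% = wells with excess untagged CBFb-SMMHC; inhibitors lower the FRET ratio by blocking Runt binding to CBFb-SMMHC; some results filed as inactive read as strong as hits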
# CHOP inh – blocks CHOP induction under ER stress. 220,000 tested, 3.8% active. CHO-K1 CHOP-promoter luciferase, tunicamycin-induced, 15-18 h. AID 2732. inhibition, % at 10 µM;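 active means compounds that reduced the stress-induced luciferase reporter signal by more than about 70% of percent inhibition, limit read from the data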;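 further: 0% = tunicamycin plus vehicle and 100% = wells without tunicamycin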
# NCF1 inh – inhibitors of human p47phox binding; 220,000 tested, 0.53% active; P14598; inhibition, % at 24.7 µM; p47phox/p22phox peptide binding, fluorescence polarization, 2 h; AID 1274;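 active means inhibition above about 30%, limit read from the data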;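 further: 0% = p47phox with labelled peptide and 100% = labelled peptide alone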
# Target sequence (P14598 whole entry, looked up): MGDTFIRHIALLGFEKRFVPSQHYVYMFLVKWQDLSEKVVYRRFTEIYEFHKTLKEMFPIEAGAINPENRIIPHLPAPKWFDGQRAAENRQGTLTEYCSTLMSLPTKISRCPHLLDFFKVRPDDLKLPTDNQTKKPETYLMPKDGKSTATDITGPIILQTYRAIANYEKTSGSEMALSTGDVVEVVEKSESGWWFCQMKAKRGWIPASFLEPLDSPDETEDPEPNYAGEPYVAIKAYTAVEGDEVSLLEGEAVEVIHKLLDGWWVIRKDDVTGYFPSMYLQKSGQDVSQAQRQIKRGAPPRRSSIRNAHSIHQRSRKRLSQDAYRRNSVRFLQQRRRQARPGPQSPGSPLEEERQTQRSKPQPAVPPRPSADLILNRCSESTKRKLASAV
# TRPML3 agonist – activates the human TRPML3 channel. Q8TDD5. HEK293 TRPML3-YFP, Fluo-8 calcium fluorescence; 100% = the carbachol control signal. AID 1448. 220,000 tested, 0.29% active. activation, % at 3 µM;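 active means activation above its plate's cutoff, the mean activation of the plate's test wells plus 3 SD, cut at about 12% in these data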;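 further: 0% = DMSO only wells and 100% = carbachol wells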
# Target sequence (Q8TDD5 whole entry, looked up): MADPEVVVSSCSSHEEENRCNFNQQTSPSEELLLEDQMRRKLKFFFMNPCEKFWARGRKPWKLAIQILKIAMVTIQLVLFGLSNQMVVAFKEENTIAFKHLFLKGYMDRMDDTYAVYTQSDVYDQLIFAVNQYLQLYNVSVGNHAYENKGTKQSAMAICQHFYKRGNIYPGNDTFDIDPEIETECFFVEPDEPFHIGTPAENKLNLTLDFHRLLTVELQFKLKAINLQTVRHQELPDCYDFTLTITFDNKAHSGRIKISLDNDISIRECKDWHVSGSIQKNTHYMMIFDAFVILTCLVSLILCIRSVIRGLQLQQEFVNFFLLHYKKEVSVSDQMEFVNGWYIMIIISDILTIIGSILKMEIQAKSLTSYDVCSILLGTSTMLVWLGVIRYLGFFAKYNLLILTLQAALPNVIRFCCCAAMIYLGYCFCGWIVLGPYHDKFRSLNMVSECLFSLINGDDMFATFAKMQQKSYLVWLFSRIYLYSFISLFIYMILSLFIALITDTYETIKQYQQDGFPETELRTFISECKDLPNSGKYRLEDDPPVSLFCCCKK
#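 Test system – HEK293 line with stable expression of human TRPML3-YFP channel · Control set – carbachol 87 µM final as high control (100%), DMSO as low control (0%) · Signal – Fluo-8 calcium dye fluorescence, ex 470-495, em 515-575 nm · Incubation – 1-h 37 °C dye load, 5-s basal, 120-s post-compound reads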
# EBV gp42 inh – blocks Epstein-Barr virus glycoprotein 42 binding | inhibition, % (tested at 21.74 µM) | AID 1085 | 220,000 tested, 0.42% active | Fluorescence polarization binding assay, mP read-out | Q1HVG2; in the data active means inhibition above about 50%
# TRPN1 ag – activates the zebrafish TRPN1 channel; HEK293 zebrafish TRPN1-YFP, Fluo-8 calcium fluorescence; 100% = response to 87 µM carbachol; activation, % at 3 µM; 220,000 tested, 0.18% active;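 active means activation above its plate's cutoff, the mean activation of test wells on that plate plus 3 SD, cut at about 19% in these data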;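 further: 0% = DMSO alone and 100% = 87 µM carbachol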
#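 Material – zebrafish TRPN1-YFP in HEK293 cells · Doses – 3 µM single point · Schedule – dye 1 h 37 °C plus 30 min RT · Signal – Fluo-8 calcium fluorescence, excitation 470-495 nm, emission 515-575 nm · Read-out – % activation versus carbachol response · Control set – carbachol high, DMSO low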
# Mdm2 ligase inh – inhibitors of human Mdm2 E3 ubiquitin ligase | Q00987 | cell-based MDM2 ubiquitination luciferase reporter, 2 h; 0 = plate control, 100 = twice control, blank-subtracted | signal enhancement, % at 5 µM | 210,000 tested, 0.11% active | AID 1230;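 active means signal enhancement of 30% or more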;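 further: luminescence tracks abundance of the self-degrading MDM2-luciferase fusion protein; higher signal means inhibition of MDM2 E3 ligase activity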
#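 System: stable MDM2–luciferase fusion reporter cells / Input: 2000 cells seeded into each well / Schedule: 4 h settle plus 2 h compound, 37 °C / Compound: single-point 5 µM / Buffer or medium: cells held in DMEM / Benchmarks: control and blank well means / Evaluation: percent signal gain over controls, blank-subtracted / Measured by: luciferase luminescence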
# Starred values were filed as active, the others as inactive; nt = not tested or not shown; & = joins results of further samples.
SMILES,TNF necrop inh,PPC-1+TRAIL kill,Runt-SMMHC FRET,CHOP inh,NCF1 inh,TRPML3 agonist,EBV gp42 inh,TRPN1 ag,Mdm2 ligase inh
CCOC(=O)CSc1nc(C(C)C)nc2ccccc12,-0.5,13.3,-2.8,32.2,-1.3,-1.4,-10.2,-1.1,-7.7
O=C(Nc1cc(C(F)(F)F)ccc1N1CCOCC1)c1c(F)c(F)c(F)c(F)c1F,-1.3,-9.9,4.7,-7.6,0.7,0.2,-12.9,-0.1,-14.0
CCOc1ccc2nc(C)cc(C(=O)O)c2c1,0.2,0.1,3.8,-4.2,-15.7,-0.2,-22.8,-0.5,-13.8
Nc1c(-c2ccccc2)n[nH]c1-c1ccccc1,-1.5,10.5,-1.4,-12.8,-5.0,0.1,0.1,-1.1,-5.6
COc1ccc(N2C(=O)C(Cl)=C(Nc3ccccc3OC)C2=O)cc1,0.0,7.0,0.6,-23.2,10.4,0.1,19.7,-1.5,-3.1
O=C(c1ccccc1F)N(Cc1ccccc1)C1CCS(=O)(=O)C1 (centres undefined),0.2,4.3,-1.2,2.5,2.0,-0.6,-11.4,-1.2,-23.6
Cc1c(Nc2nc3ccccc3nc2NS(=O)(=O)c2cccc(Cl)c2)c(=O)n(-c2ccccc2)n1C,1.7,27.3,2.3,1.4,-10.6,0.0,-18.7,-0.8,-6.6
Cc1ccc(C(=O)N2CCN(c3ncnc4c(C)csc34)CC2)cc1,-0.5,0.0,-1.6,19.4,-5.6,1.3,-15.6,4.4,-6.4
Cc1sc2nc(C(C)C)nc(SCC(=O)NCc3ccco3)c2c1C,-4.4,-13.0,-18.7,49.2,-14.1,-1.6,9.5,-2.7,-7.1
C/C(=N\NC(=O)Cc1cccn1C)c1cccs1,0.8,16.9,0.7,-17.6,-11.0,0.4,-12.4,-0.8,-4.8
Cc1sc2ncn3ncnc3c2c1C,0.2,13.8,1.6,89.6*,-2.9,0.2,-8.4,1.7,-16.2
CCCn1c(-c2ccc[nH]c2=O)nc2ccccc21,0.6,-2.6,0.4,3.0,1.4,0.2,-18.8,1.2,-5.9
CCOc1ccccc1N(C(=O)c1snc(C(N)=O)c1N)C(C(=O)NCCC(C)C)c1ccco1 (centres undefined),-5.9,6.7,9.7,30.6,-16.0,-0.7,-12.2,-2.6,2.9
O=C(NCc1ccco1)c1cc(-c2ccccn2)nc2ccccc12,-1.1,2.4,5.1,13.0,4.0,-0.7,0.7,1.4,-13.2
CC(C)Cn1c(N)c(C(=O)COC(=O)c2ccncc2)c(=O)n(C)c1=O,-3.4,17.4,0.5,35.1,-18.7,0.7,-21.0,0.9,22.7
CCCSc1nc2c(c(=O)[nH]c(=O)n2C)n1C,-1.6,-9.1,-7.8,-5.8,-1.4,0.7,-24.4,1.1,-10.3
COc1ccc(N2CCN(C(=O)c3ccccc3Br)CC2)c([N+](=O)[O-])c1,0.5,18.0,-3.8,16.8,-7.1,2.2,-4.3,5.1,4.1
CCC1(C)Cc2c(sc3nc(SC)[nH]c(=O)c23)CO1 (centres undefined),0.3,-1.4,2.2,10.0,-0.9,0.1,-8.6,-0.7,-9.9
O=C(O)c1cc(-c2ccccc2)nc2nc(N3CCCCC3)sc12,-1.1,3.5,22.8,-3.7,-12.8,0.8,-5.4,0.6,-18.3
O=C(N/N=C/c1ccc(Br)cc1)c1cc[n+](Cc2ccccc2)cc1,1.0,6.9,-4.7,-7.8,-19.1,1.0,-23.9,3.2,5.1
Cc1ccc(S(=O)(=O)Nc2ccccc2C(N)=O)cc1,0.2,-0.3,-4.5,14.4,-8.9,0.3,-8.0,-0.7,-5.2
O=C(O)CCC(=O)Nc1nc2nccc(-c3ccccc3)n2n1,-0.7,19.0,5.0,11.5,-10.5,0.8,-9.6,0.0,4.9
N=C1SCC(=O)N1c1ncc(Cc2ccccc2Cl)s1,1.4,15.5,4.5,-36.9,-3.4,137.4*,-8.1,2.6,-11.8
O=[N+]([O-])c1ccc(Cl)c(/C=N/n2c(-c3ccncc3)n[nH]c2=S)c1,-0.7,9.4,23.1,3.5,12.9,0.3,27.7,0.2,5.7
O=C(c1ccc(S(=O)(=O)N2CCCCC2)cc1)N1CCCc2ccccc21,0.4,-15.0,3.0,49.1,-6.7,2.7,3.2,1.2,-10.5

# Next section; it opens with the 2 that closed the last part.
SMILES,TNF necrop inh,PPC-1+TRAIL kill,Runt-SMMHC FRET,CHOP inh,NCF1 inh,TRPML3 agonist,EBV gp42 inh,TRPN1 ag,Mdm2 ligase inh
O=[N+]([O-])c1ccc(Cl)c(/C=N/n2c(-c3ccncc3)n[nH]c2=S)c1,-0.7,9.4,23.1,3.5,12.9,0.3,27.7,0.2,5.7
O=C(c1ccc(S(=O)(=O)N2CCCCC2)cc1)N1CCCc2ccccc21,0.4,-15.0,3.0,49.1,-6.7,2.7,3.2,1.2,-10.5
COC(=O)c1nn(-c2ccccc2)c(Sc2ccc(Cl)cc2)c1/C=N/O,-3.7,11.0,1.7,40.4,-0.5,-0.9,-3.1,-1.8,-13.6
CCN(CC)CCCNC(=O)Cn1ncn2cccc2c1=O,1.2,9.9,-0.9,17.4,-7.1,0.2,-2.1,-0.7,-23.9
CSC1=NCCN1C(=O)c1ccc(Br)o1,-0.6,28.0,-8.0,13.3,-13.1,0.5,-8.0,1.3,-5.2
Cc1cc(NC(=O)CSc2nnc(C)n2-c2ccccc2)no1,0.7,-1.3,1.2,9.5,2.3,0.9,-7.0,1.4,-4.7
CCN(CC)CC(=O)Nc1c(C)cccc1C,1.4&0.3,10.0,-0.4,8.8&7.4&1.8,2.0&-10.8,0.8&0.1,-0.9&3.5,1.7&0.1,nt
CC(=O)n1cc([C@H]2C=C(C(=O)NCc3ccccc3)O[C@@H](OCCCCO)C2)c2ccccc21,3.0,1.4,-3.1,15.6,-34.6,0.2,-8.7,1.4,nt
COc1cc(/C=N/Nc2ccc3ccccc3c2)ccc1OC(=O)c1ccco1,0.3,8.1,5.1,37.3,-32.4,-0.2,-18.7,1.0,-2.4
COc1ccc(C2C(C(=O)N3CCN(c4ccc(OC)cc4)CC3)c3ccccc3C(=O)N2C)cc1 (centres undefined),-2.2,-4.6,-2.5,42.2,-10.6,0.0,-11.5,0.6,-20.6
Cc1ccc(C(=O)/C=C/c2ccc(-c3ccc(C)cc3)o2)cc1,1.5,1.0,14.5,62.1,-20.3,0.9,-18.6,0.7,-4.8
Cn1c(C(=O)N2CCCC(C(=O)NCCN3CCOCC3)C2)cc2sccc21 (centres undefined),-1.1,11.2,-2.8,23.1,-25.5,1.2,-4.4,0.4,-6.0
Cc1sc(N/N=C/C=C/c2ccccc2)nc1-c1ccccc1,-1.0,2.7,-8.3,31.7,-8.3,1.0,-31.2,-0.7,-4.7
Cn1c(N)c(C(=O)COC(=O)c2ccc(Cl)nc2)c(=O)n(C)c1=O,0.1,6.9,-2.0,9.3,2.1,0.9,0.8,2.3,-17.0
COC(=O)C1=C(C)N(c2cc(C)cc(C)c2)/C(=C/c2ccco2)C1=O,-0.9,15.1,-5.3,10.6,-4.0,-1.4,-1.1,-2.0,-5.3
O=C(c1ccc(F)cc1)N1CCN(c2ncccn2)CC1,-1.8,13.8,6.9,-7.4,-6.7,0.3,-5.7,0.3,3.5
Cn1c(SCC(=O)c2ccccc2)nnc1C1CC1,-4.9,0.5,4.2,-10.1,-1.3,0.4,-4.9,1.4,-7.1
COc1ccc(NC(=O)CSc2nnc(-c3ccccc3C)n2C)cc1,-0.6,6.5,0.9,-7.6,-7.8,-0.6,-8.3,0.5,-14.3
CCN(CC(=O)NCc1cccs1)S(=O)(=O)c1cccc(C(C)=O)c1,-1.7,-0.2,-1.9,20.5,-2.1,-0.2,-12.9,-0.7,-9.7
CCCC1(C(=O)OC)NC(c2cccc(F)c2)C2C(=O)N(CC)C(=O)C21 (centres undefined),1.8,21.4,3.0,-18.2,-2.0,0.6,-1.5,-0.2,-11.3
NC(=O)C1(C(N)=O)OC1c1ccccc1 (centres undefined),-0.6,-0.4,-2.3,6.4,-0.6,1.5,-2.7,0.1,-7.7
O=C(N/N=C/c1ccc(O)cc1)/C(=C/c1ccccc1)CCO,-2.7,0.8,1.0,-8.8,0.1,0.5,-28.9,3.6,-19.9
Cc1nc2nc(SCc3ccc([N+](=O)[O-])cc3)[nH]c2cc1Br,0.5,-10.6,1.0,8.1,-10.3,0.1,-15.1,0.6,-9.8
O=C(CO/N=C/c1cccc([N+](=O)[O-])c1)NC1CCCCCC1,1.2,-4.4,5.8,3.5,-2.2,1.4,0.6,-1.6,-3.2
COc1ccc2cc(C#N)c(Cl)nc2c1,-0.2,-0.5,-1.9,-4.7,-18.3,0.5,-16.9,0.1,nt
Cc1cc(C(=O)CSc2nnc(-c3ccco3)o2)c(C)n1Cc1ccco1,-0.2,4.2,-7.8,21.2,-9.5,-0.4,-12.9,1.0,-24.8
CC(C(=O)NCc1ccccc1)N(CCN1CCOCC1)C(=O)c1snc(C(N)=O)c1N (centres undefined),-2.5,-14.6,-2.2,nt,nt,-0.5,nt,-0.3,nt
# Following part:
SMILES,TNF necrop inh,PPC-1+TRAIL kill,Runt-SMMHC FRET,CHOP inh,NCF1 inh,TRPML3 agonist,EBV gp42 inh,TRPN1 ag,Mdm2 ligase inh
CC(=O)Nc1ccc(S(=O)(=O)Nc2ccc(F)c([N+](=O)[O-])c2)cc1,-1.2,11.2,-0.8,16.9,0.2,0.4,0.5,0.3,-9.7
Cc1cc(C)nc(Nc2ccccc2Br)n1,-2.2,-11.2,1.5,26.1,-15.1,0.1,-10.3,-0.8,-12.7
CC(C)C(NS(=O)(=O)c1cccs1)C(=O)N(C)Cc1ccccc1 (centres undefined),0.5,40.7,1.5,29.6,-10.0,0.6,-26.9,-1.0,-0.7
Cc1cc(C)nc(N2CCCC(C(=O)Nc3nc4ccc(S(C)(=O)=O)cc4s3)C2)n1 (centres undefined),-3.9,-0.5,-8.1,29.8,-15.0,0.4,-16.4,-1.4,-9.0
COc1ccc(CCN=C(NS(=O)(=O)c2ccc(Cl)cc2)c2ccccc2)cc1,0.1,-3.2,-1.3,15.3,-8.8,-0.1,-5.3,-2.0,-17.1
CC(=O)NS(=O)(=O)c1ccc(NC(=O)c2ccc(-n3nc(C)cc3C)cc2)cc1,-0.3,10.3,6.2,3.5,-4.4,0.8,-2.4,0.3,-7.9
N=c1c2ccccc2nnn1-c1cccc(C(F)(F)F)c1,0.3,1.4,2.1,5.6,-0.3,0.0,-4.7,0.6,-11.8
O=C(COc1ccccc1F)N1CCc2ccccc2C1,1.7,5.1,4.7,-5.0,-0.1,0.1,-7.8,0.4,-7.7
Cc1nc(NC(=O)/C=C/c2ccccc2)sc1C(=O)Nc1cccc(Cl)c1,0.6,-2.6,-4.0,56.2,-4.7,0.7,0.6,-0.5,-11.9

# Screens as filed in PubChem.
